Assay outcomes deposited in PubChem by Southern Research Specialized Biocontainment Screening Center.
UTI89 phage lysis: inhibition of K1F phage lysis, E. coli UTI89, bacterial capsule biogenesis inhibitors, alamar blue (AID 488966); one-dose inhibition, % at 100 µM; IC50 in µM for titrated hits; 340,000 tested, 0.02% active; E. coli UTI89 K1F phage lysis, alamar blue, 2 h; higher % means a stronger effect;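 active = phage lysis inhibition, versus mean bacterial control, above a set limit; inconclusive = no clear call, values can overlap the other calls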;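 note: capsule biogenesis inhibitors block K1F phage lysis so surviving cells raise fluorescence; higher fluorescence means more inhibition of phage lysis; actives were called in the ten point dose series up to 300 µM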
Rac1 GTP hydrolysis: MgcRacGAP GTPase-activating activity inhibitors, confirmation, biochemical, ADP Hunter fluorescence. Rac GTPase-activating protein 1 (Homo sapiens). MgcRacGAP-stimulated Rac1 GTP hydrolysis, ADP Hunter fluorescence; higher % means a stronger effect; GST-tagged Rac1 F28L mutant substrate. inhibition, % at 30 µM; hits with a dose series show IC50 in µM. 340,000 tested, 0.6% active. AID 624330, 2012;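 active = first-screen hits whose inhibition reached a set limit at any dose in the follow-up dose series; inconclusive = inhibition above the set first-screen limit but never retested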;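 note: fluorescence reports GDP produced by GAP-driven GTP hydrolysis; strong numbers were not always called active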
Dengue-2 NS5 capping: Dengue-2 NS5 methyltransferase inhibitors, primary screen, biochemical, confirmation dose response (AID 588689) | 340,000 tested, 0.3% active | Dengue-2 NS5 methyltransferase capping enzyme assay, biochemical; higher % means a stronger effect | one-dose inhibition, % at 25 µM; IC50 in µM for titrated hits | Genome polyprotein (Dengue virus type 2 (strain 16681-PDK53)); in the data active = a potency from the dose series; inconclusive = inhibition above about 29% without an active follow-up result
Dengue-2 NS5 capping pilot replicate: further read-out of Dengue-2 NS5 capping, marked with its call; inhibition, %; measured here: pilot screen replicate inhibition
* hit, by the source's call; ? = inconclusive; [ ] = dose if it differs, or a comment. Not all compounds are listed (hit frequency here may not be typical).

A first look, 16 compounds:
SMILES	UTI89 phage lysis	Rac1 GTP hydrolysis	Dengue-2 NS5 capping	others
Cc1ccc(NC(=O)CCc2ccccc2)cc1S(=O)(=O)N1CCOCC1	-1.6%	0.5%	4.7%
CC(=O)NC(CC(=O)Nc1ccc(S(=O)(=O)N2CCOCC2)cc1)c1ccccc1 (stereo not given)	0.5%[50 µM]	4.1%	-5.9%
C=C1[C@@H](CCO)N(S(=O)(=O)C(C)(C)C)C[C@@H]1C	0.2%	2.8%	3.3%	Dengue-2 NS5 capping pilot replicate=-3.1
COc1ccc(S(=O)(=O)N2CCCCC2)cc1NC(=O)Cc1ccc(Br)cc1	0.0%	8.1%	-2.2%
O=C(COC(=O)c1cccc(Br)c1)NC(=O)NC1CCCC1	-0.5%[50 µM]	3.7%	-8.8%
O=C(NCc1ccccc1)c1ccc(C(=O)NCc2ccccc2)cc1	1.0%	8.2%	-2.3%
NS(=O)(=O)c1cc(C(=O)OCC(=O)Nc2ccc3c(c2)OCO3)ccc1Cl	1.1%	3.4%	8.8%
CN=c1sc2c(n1C)C(=O)c1ccccc1C2=O	2.6%	19.7%	4.2%
Cn1c(SCC(=O)NN2C(=O)NC(C)(c3ccccc3)C2=O)nnc1-c1ccncc1 (stereo not given)	0.6%[50 µM]	2.3%	3.8%
Cc1ccc(C(=O)OCC(=O)Nc2ccc(Cl)cn2)cc1S(=O)(=O)N1CCOCC1	1.5%[50 µM]	-0.1%	2.2%
CN(C)S(=O)(=O)c1cccc(NC(=O)COc2ccc(S(=O)(=O)N3CCOCC3)cc2Cl)c1	-2.0%	2.1%	6.2%
CN(C)C(=O)CCc1ccc2c3c([nH]c2c1)[C@]1(CCc2ccccc2)[C@@H](C(=O)N2CCCCC2)C[C@H](CC(=O)NCCc2ccccn2)C(=O)N1CC3	0.1%	10.9%	-6.0%	Dengue-2 NS5 capping pilot replicate=3.4
O=C(OCC#CCSc1nnc(-c2cccc3ccccc23)o1)c1cc2ccccc2o1	1.1%	8.6%	-5.8%
CC(=O)N1CCN(c2ccc(NCc3ccc(-c4cccc(Cl)c4)o3)cc2)CC1	-0.4%	15.0%	-8.4%
O=C(OCC(=O)N1CCOCC1)c1ccccc1OCc1ccccc1Cl	2.3%	2.7%	-2.4%
Cc1cc(S(=O)(=O)NC[C@H]2O[C@@H](n3cnc4c(N)ncnc43)[C@H](O)[C@@H]2O)c(C)s1	0.2%	4.7%	-7.6%	Dengue-2 NS5 capping pilot replicate=-0.6

The listing, repeating the preview:
SMILES	UTI89 phage lysis	Rac1 GTP hydrolysis	Dengue-2 NS5 capping	others
Cc1ccc(NC(=O)CCc2ccccc2)cc1S(=O)(=O)N1CCOCC1	-1.6%	0.5%	4.7%
CC(=O)NC(CC(=O)Nc1ccc(S(=O)(=O)N2CCOCC2)cc1)c1ccccc1 (stereo not given)	0.5%[50 µM]	4.1%	-5.9%
C=C1[C@@H](CCO)N(S(=O)(=O)C(C)(C)C)C[C@@H]1C	0.2%	2.8%	3.3%	Dengue-2 NS5 capping pilot replicate=-3.1
COc1ccc(S(=O)(=O)N2CCCCC2)cc1NC(=O)Cc1ccc(Br)cc1	0.0%	8.1%	-2.2%
O=C(COC(=O)c1cccc(Br)c1)NC(=O)NC1CCCC1	-0.5%[50 µM]	3.7%	-8.8%
O=C(NCc1ccccc1)c1ccc(C(=O)NCc2ccccc2)cc1	1.0%	8.2%	-2.3%
NS(=O)(=O)c1cc(C(=O)OCC(=O)Nc2ccc3c(c2)OCO3)ccc1Cl	1.1%	3.4%	8.8%
CN=c1sc2c(n1C)C(=O)c1ccccc1C2=O	2.6%	19.7%	4.2%
Cn1c(SCC(=O)NN2C(=O)NC(C)(c3ccccc3)C2=O)nnc1-c1ccncc1 (stereo not given)	0.6%[50 µM]	2.3%	3.8%
Cc1ccc(C(=O)OCC(=O)Nc2ccc(Cl)cn2)cc1S(=O)(=O)N1CCOCC1	1.5%[50 µM]	-0.1%	2.2%
CN(C)S(=O)(=O)c1cccc(NC(=O)COc2ccc(S(=O)(=O)N3CCOCC3)cc2Cl)c1	-2.0%	2.1%	6.2%
CN(C)C(=O)CCc1ccc2c3c([nH]c2c1)[C@]1(CCc2ccccc2)[C@@H](C(=O)N2CCCCC2)C[C@H](CC(=O)NCCc2ccccn2)C(=O)N1CC3	0.1%	10.9%	-6.0%	Dengue-2 NS5 capping pilot replicate=3.4
O=C(OCC#CCSc1nnc(-c2cccc3ccccc23)o1)c1cc2ccccc2o1	1.1%	8.6%	-5.8%
CC(=O)N1CCN(c2ccc(NCc3ccc(-c4cccc(Cl)c4)o3)cc2)CC1	-0.4%	15.0%	-8.4%
O=C(OCC(=O)N1CCOCC1)c1ccccc1OCc1ccccc1Cl	2.3%	2.7%	-2.4%
Cc1cc(S(=O)(=O)NC[C@H]2O[C@@H](n3cnc4c(N)ncnc43)[C@H](O)[C@@H]2O)c(C)s1	0.2%	4.7%	-7.6%	Dengue-2 NS5 capping pilot replicate=-0.6
O=C(Cc1ccc(Br)cc1)NNC(=O)c1cccs1	1.0%	6.3%	-6.4%
O=C(NCCCN1CCOCC1)c1cn(-c2ccccc2)nc1-c1ccc(F)cc1	4.1%	2.7%	8.5%
O=C(CNC(=O)c1ccc2c(c1)OCO2)NCCOc1ccc(Cl)cc1	0.7%[50 µM]	4.0%	-3.0%
Oc1ccc(Cl)cc1C=NN1CCCCCC1	3.1%	0.6%	-7.8%
O=C(NC1CCCCCC1)c1cccc(S(=O)(=O)N2CCOCC2)c1	-1.9%	4.1%	-10.1%
CCN(CC)S(=O)(=O)c1ccc(NC(=O)COC(=O)CNC(=O)C2CCCCC2)cc1	1.0%[50 µM]	3.8%	2.9%
O=C(CN1C(=O)NC2(CCCCC2)C1=O)Nc1ccc(Cl)cc1	1.5%[50 µM]	1.1%	-1.5%
COc1cccc(N2CCN(C(=O)c3cc(-c4ccccc4)nc4c3cnn4C(C)C)CC2)c1	-0.1%[50 µM]	-2.4%	-1.5%
Cc1ccccc1C(=O)OCC(=O)Nc1cccc(S(=O)(=O)NC2=NCCC2)c1	0.6%[50 µM]	2.1%	0.0%
O=C(Cc1ccc(NC(=O)C2CCN(C(=O)C3CCCC3)CC2)cc1)Nc1ccc(C(=O)N2CCOCC2)cc1	0.2%	7.4%	-8.3%	Dengue-2 NS5 capping pilot replicate=-5.4
O=C(c1ccc2nccnc2c1)N1CCN(c2cccc(C(F)(F)F)c2)CC1	-0.2%[50 µM]	1.9%	9.5%
NC(=O)C1C(=O)c2ccccc2C1(C[N+](=O)[O-])c1ccccc1 (stereo not given)	3.4%	-1.2%	-4.3%
Cc1ccccc1-c1cccc([C@@H]2C[C@H]3[C@H](CON3C)CN2C(=O)C(C)(C)C)c1	-0.1%	4.9%	3.9%
O=c1cc(Br)c(O)c(Br)cc1Br	-2.5%	29.7%	11.3%
NS(=O)(=O)c1ccc(NC(=O)c2cccc3cc4ccccc4nc23)cc1	2.4%	5.0%	-3.5%
O=C(COC(=O)/C=C/c1ccco1)NCc1ccc(Cl)cc1Cl	0.6%[50 µM]	4.5%	-8.3%
Cc1cc(C(=O)COC(=O)Cc2n[nH]c(=O)c3ccccc23)c(C)n1CC(F)(F)F	1.5%[50 µM]	7.1%	-1.4%
Cn1c(CC(=O)NNC(=O)c2ccc(Cl)nc2)nc2ccccc21	0.3%	4.5%	8.0%
O=C(C=C(O)c1ccc(Cl)cc1)C(=O)NNC(=O)C(O)(c1ccccc1)c1ccccc1	-2.1%	-2.9%	-8.9%
S=C(Nc1ccccc1)Nc1ccc2ccccc2c1	2.4%	10.9%	4.3%
CN(Cc1cccc(Cl)c1Cl)C(=O)c1ccccc1SCC(=O)N1CCCC1	0.4%[50 µM]	-2.8%	-0.7%
CN1CCCN(C(=O)CNC(=O)c2ccccc2Br)CC1	0.7%[50 µM]	0.3%	-0.8%
Nc1cc2c(cc1Br)-c1ccccc1C2=NO	2.2%	7.1%	-5.7%
Cc1cc(C)c(CN2CCN(C(=O)Cn3cnc4c(NCc5ccccc5)ncnc43)CC2)c(C)c1	0.4%	8.5%	-9.8%
CCOc1ccccc1C=C1SC(=S)NC1=O	0.9%	1.5%	?
CC12C=CC(=O)C=C1CCC1C3CCC(O)(C(=O)CO)C3(C)CC(O)C12F (stereo not given)	6.1%	0.8%	-1.5%
CCN(C(=O)CSc1nc2scc(-c3ccccc3)c2c(=O)n1N)C1CCS(=O)(=O)C1 (stereo not given)	0.3%[50 µM]	0.3%	5.3%
COc1ccc(NS(=O)(=O)c2cc(NC(=O)c3ccccc3)ccc2N2CCOCC2)cc1	0.0%[50 µM]	-1.7%	-3.0%
CCN(CC)C(=O)[C@H]1CC(CC(=O)NCCCn2ccnc2)C(=O)N2CCc3c([nH]c4ccc(OC)cc34)[C@]12C (stereo not given in full)	0.0%	10.1%	1.3%
O=C(c1ccccc1)c1ccccc1C(=O)N1CCN(Cc2ccccc2F)CC1	1.2%[50 µM]	15.4%	-0.7%
COc1ccccc1CNC(=O)c1ccccc1SCC(=O)NCc1ccco1	0.8%[50 µM]	11.1%	8.8%
CN(c1ccccc1)S(=O)(=O)c1ccc(C(=O)NCc2ccco2)cc1	-0.1%[50 µM]	5.2%	-8.0%
C[C@H](O)[C@@H]1C(=O)N2CCc3ccc(-c4cccc(F)c4)cc3[C@@H]2C[C@@H]1N(C)S(=O)(=O)c1ccccc1	0.3%	6.0%	-4.0%	Dengue-2 NS5 capping pilot replicate=-1.8
COc1ccc(C(=O)OCC(=O)NCCN2C(=O)CSC2=O)cc1[N+](=O)[O-]	1.0%	4.5%	4.8%
CCOc1cc(N2CCOCC2)c(OCC)cc1NC(=O)c1ccc(S(=O)(=O)N2CC(C)OC(C)C2)cc1 (stereo not given)	0.1%[50 µM]	6.1%	-2.9%
O=C(C[C@H]1C[C@H](C(=O)N2CCCCC2)[C@@]2(CCc3ccccc3)c3[nH]c4ccc(Cl)cc4c3CCN2C1=O)NCc1cccc(C(F)(F)F)c1	0.3%	6.8%	-7.8%
COC(=O)[C@@]1(Cc2ccccc2)[C@H]2C(=O)N(Cc3ccccc3)C(=O)[C@H]2[C@H]2CN=C(SCc3ccc(C)cc3)N21	0.3%	9.2%	-4.0%	Dengue-2 NS5 capping pilot replicate=-0.9
CN(Cc1ccco1)C(=O)CSc1nc(C2CC2)n(-c2ccccc2)n1	0.8%[50 µM]	6.2%	-3.7%
Cc1cccc(C2=NN(c3ccccc3)[C@@H](C(=O)N3CCOC3=O)[C@@H]2C)c1	0.2%	7.4%	-1.3%	Dengue-2 NS5 capping pilot replicate=4.9
CCOc1ccc2nc(NC(=O)Cn3c(C)csc3=O)sc2c1	1.0%[50 µM]	4.2%	-8.7%
O=c1[nH]c(=O)n(C2OC(CO)C(O)C2O)cc1N1CCOCC1 (stereo not given)	-1.0%	0.9%	0.8%
COc1cc(C(C)=O)ccc1OCC(=O)NCC(c1ccc(F)cc1)N1CCOCC1 (stereo not given)	0.6%	-4.5%	-4.3%
COc1ccc(C2CC(c3ccc(C(F)(F)F)cc3)=NN2c2ccc(S(N)(=O)=O)cc2)cc1 (stereo not given)	0.3%	9.4%	-6.6%	Dengue-2 NS5 capping pilot replicate=2.8
CC1CCCCC1NC(=O)COc1ccc(C#N)cc1 (stereo not given)	0.8%	1.5%	-4.3%

Later entries
SMILES	UTI89 phage lysis	Rac1 GTP hydrolysis	Dengue-2 NS5 capping	others
O=C(/C=C/c1ccc([N+](=O)[O-])cc1)c1ccccc(=O)c1O	0.3%	1.6%	44.0%
O=C(CN1C(=O)c2ccccc2C1=O)NCC(=O)Nc1ccccc1	1.4%	-4.3%	-8.9%
CCCCN1CC(COCc2ccccc2)Oc2cccc(OCCN3C(=O)[C@@H]4[C@H](C3=O)C3C=C[C@H]4C3)c2S1(=O)=O (stereo not given in full)	0.1%	5.2%	3.3%	Dengue-2 NS5 capping pilot replicate=0.0
C[C@H](CO)N1C[C@H](C)[C@@H](CN(C)S(C)(=O)=O)Oc2ccc(NC(=O)C3CC3)cc2C1=O	-0.1%	-0.2%	1.4%
Nc1ncnc2c1ncn2[C@@H]1O[C@H](CN=C2NS(=O)(=O)c3ccccc32)[C@@H](O)[C@H]1O	0.1%	5.1%	-7.6%	Dengue-2 NS5 capping pilot replicate=3.3
CC(C)C(NC(=O)c1ccccc1F)C(=O)NCc1ccc(S(=O)(=O)N2CCOCC2)cc1 (stereo not given)	1.2%[50 µM]	6.3%	-9.5%
COC(=O)[C@]1(C)N[C@H](CN(C)C(=O)Nc2ccc(Cl)cc2)[C@@H]2C(=O)N(Cc3ccccc3)C(=O)[C@@H]21	0.3%	8.3%	4.6%	Dengue-2 NS5 capping pilot replicate=-0.6
CC(C)NC(=O)Nc1cccc2c1O[C@H](CN(C)C(=O)Nc1ccccc1)[C@@H](C)CN([C@H](C)CO)C2=O	6.8%	9.1%	-2.4%
